# Assay outcomes: PubChem, National Center for Advancing Translational Sciences (NCATS)
# GCN5L2 inh – GCN5L2 (KAT2A) acetyltransferase inhibition; Q92830; GCN5L2 HAT assay, ThioGlo1 CoA-SH fluorescence; Potency, µM (series often up to 58.9 µM), inactives show at the highest dose activity change, negative = inhibition, hits mostly inhibitors; 390,000 tested, 0.21% active; AID 504327
#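 Preincubate 20nM GCN5L2 with compound 15 min, RT → add 50uM ThioGlo1 + 75uM H3(1-25) + 70uM acetyl-CoA → read fluorescence 0 and 20 min. Primary qHTS; fluorescent artifacts likely.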
# TDP1 inh – blocks human tyrosyl-DNA phosphodiesterase 1; recombinant TDP1, AlphaScreen DNA substrate cleavage; 350,000 tested, 0.28% active; Potency, µM (titrated, usually from 130 µM), for inactives: at the highest dose activity change, negative = inhibition, most hits filed as inhibitors; Q9NUW8; note: nearly all actives have a fitted effect of over 40% in size
# Target sequence (Q9NUW8 whole entry, looked up): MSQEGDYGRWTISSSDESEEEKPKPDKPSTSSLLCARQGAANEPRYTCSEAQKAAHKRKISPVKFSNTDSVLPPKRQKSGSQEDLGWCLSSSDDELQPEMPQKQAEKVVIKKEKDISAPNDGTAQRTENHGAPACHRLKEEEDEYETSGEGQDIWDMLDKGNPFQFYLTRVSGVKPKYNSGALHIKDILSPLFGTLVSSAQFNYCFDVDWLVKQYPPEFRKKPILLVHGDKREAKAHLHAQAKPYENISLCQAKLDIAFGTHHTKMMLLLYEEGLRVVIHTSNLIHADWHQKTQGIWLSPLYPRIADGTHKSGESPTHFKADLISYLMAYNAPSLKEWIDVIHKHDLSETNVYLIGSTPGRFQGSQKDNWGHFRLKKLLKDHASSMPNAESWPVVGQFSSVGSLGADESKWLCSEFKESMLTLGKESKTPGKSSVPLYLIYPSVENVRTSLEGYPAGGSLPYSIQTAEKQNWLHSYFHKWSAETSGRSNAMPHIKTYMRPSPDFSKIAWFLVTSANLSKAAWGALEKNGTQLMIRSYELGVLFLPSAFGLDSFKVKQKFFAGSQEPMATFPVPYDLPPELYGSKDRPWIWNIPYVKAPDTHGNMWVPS
#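 Tdp1 1 nM final; 15 min RT w/ cpd; substrate 15 nM, 5 min; beads 10 ug/ml, 10 min; AlphaScreen read. Neg ctrl: no enzyme.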
# DT40 TDP1 no CPT – qHTS for Inhibitors of human tyrosyl-DNA phosphodiesterase 1 (TDP1): qHTS in cells in absence of CPT | 420,000 tested, 15% active | DT40 Tdp1-/- hTDP1 cells, no CPT, ATP luminescence, 48 h | Potency, µM (doses to about 46.2 µM), without a hit: at the highest dose activity change, negative = growth inhibition, actives largely listed as inhibitors; note: nearly all actives have a fitted effect of over 55% in size
#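 Growth kinetics read by CellTiter-Glo luminescence after ≥48 hr at 37 °C. Cells: DT40 Tdp1-/- stably carrying human TDP1, 400 per well, compound exposure in the absence of CPT (DMSO vehicle).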
# The depositor's hits bear a star; ? = inconclusive; . = no result given; & = joins results of further samples; [ ] = dose if it differs, or a comment. Calls come from the whole dose curve; as a rule, active = well fitted curve in the direction sought with a large enough effect; inconclusive = small, poorly fitted or top-dose-only effect, or another doubt; inactive = no such curve, though single readings can be large; an effect the other way counts as inactive or inconclusive. % is set by controls: 0 for no effect and ±100 for the full control effect; potency is the fitted concentration of half-maximal effect. Some of the compounds tested (hit frequency here may not be typical).
1: COc1ccc(CC(=O)Nc2c(C(=O)N3CCN(c4ccccc4OC)CC3)oc3ccccc23)cc1OC
2: CCOc1ccc(OCC)c(NC(=O)CCS(=O)(=O)c2ccc(Br)s2)c1
3: O=C(NCc1ccccc1)C(c1ccc(F)cc1)N(C(=O)c1csnn1)C1CCCC1 (centres undefined)
4: COc1cccc(NC(=O)C2CCCN(S(=O)(=O)c3c(C)nn(C)c3C)C2)c1 (centres undefined)
5: COc1ccc(Nc2ncnc3c2c(C)c(C)n3CCO)cc1
6: COc1cccc(-c2nc(S(=O)(=O)c3ccc(C)cc3)c(NCc3ccccc3)o2)c1
assay / compound | 1 | 2 | 3 | 4 | 5 | 6
GCN5L2 inh | -8% | 1% | -6% | -1% | -3% | -6%
TDP1 inh | 7% | 1% | 9% | 5% | . | .
DT40 TDP1 no CPT | 23µM* | -20% | ? | 15µM* | 6% | 18µM*

7: CC(=O)c1c(C)[nH]c(C(=O)NCc2cccs2)c1C
8: CCc1cc(C(=O)O)c(NC(=O)C(c2ccccc2)c2ccccc2)s1
9: O=C(CSCc1cnn(-c2ccccc2)c1-n1cccc1)NCc1ccccc1F
10: CCOC(=O)c1ccn(-c2nc(-c3cccc(OC)c3)cc(C(F)(F)F)n2)n1
11: O=C(Nc1c2c(nc3ccccc13)CCCC2)c1ccccc1F
12: O=C(CCCOc1ccccc1)Nc1cccnc1
assay / compound | 7 | 8 | 9 | 10 | 11 | 12
GCN5L2 inh | 1% | -4% | -8% | -5% | 0% | -7%
TDP1 inh | 6% | 7% | -3% | -2% | 3% | 2%
DT40 TDP1 no CPT | -1% | ? | ? | 21µM* | ? | -14%

13: COc1cc(/C=C2\C(=O)NN(c3ccccc3)C2=O)cc([N+](=O)[O-])c1O
14: O=C(/C=C/CCc1ccc2c(c1)OCO2)N1CCCCC1
15: Cc1ccccc1-c1cc(N(C)C)ncn1
16: CCOC(=O)C1=C(C)N(CCCC(=O)O)C(=O)NC1c1ccc([N+](=O)[O-])cc1 (centres undefined)
17: CCOc1ccc2[nH]c(C(=O)N/N=C/c3ccccc3OC)cc2c1
18: COc1ccc(-c2nn(-c3ccccc3)cc2/C=N/N=C(N)N)cc1OC
assay / compound | 13 | 14 | 15 | 16 | 17 | 18
GCN5L2 inh | -14% | -2% | -6% | 0% | -2% | -2%
TDP1 inh | ? | 7% | . | 5% | . | 8%
DT40 TDP1 no CPT | -9% | -23% | -1% | -6% | 7.3µM* | 13µM*

# Shown with two lines to a compound: entries from further up
# Below each SMILES: GCN5L2 inh	TDP1 inh	DT40 TDP1 no CPT
8. CCc1cc(C(=O)O)c(NC(=O)C(c2ccccc2)c2ccccc2)s1
→ -4%	7%	?
9. O=C(CSCc1cnn(-c2ccccc2)c1-n1cccc1)NCc1ccccc1F
→ -8%	-3%	?

# Further compounds.
19: Nc1ccccc1Nc1cc(-c2ccccc2)nn1-c1cccc(Cl)c1
20: COc1ccc(C2C(C(=O)c3cc4cccc(OC)c4o3)=C(O)C(=O)N2CCCN(C)C)cc1OC (centres undefined)
21: O=C1C(=O)N(c2ccccn2)C(c2ccc(F)cc2)/C1=C(/O)c1ccc(Br)cc1 (centres undefined)
22: O=C1CS(=O)(=O)c2ccccc2N1
23: COc1cc(NC(=O)c2ccc3c(c2)S(=O)(=O)N=C2CCCCCN23)cc(OC)c1
24: CCN(c1ccccc1)S(=O)(=O)c1ccc(Cl)c(C(=O)O)c1
assay / compound | 19 | 20 | 21 | 22 | 23 | 24
GCN5L2 inh | -20% | -7% | -8% | -6% | -4% | 9%
TDP1 inh | 7% | -2% | . | . | -4% | 2%
DT40 TDP1 no CPT | ? | . | ? | 6% | ? | 0%

25: COc1cccc(OCC(=O)NC2CC(=O)N(c3cccc(OC)c3)C2)c1 (centres undefined)
26: Cc1cccc(Nc2sc(C(=O)c3cc4cc(Cl)ccc4o3)c(N)c2C#N)c1
27: O=C(OCc1ccccc1)c1cn(-c2ccccc2)nc1-c1ccncc1
28: O=C(CCNS(=O)(=O)c1cccs1)N1CCN(c2cccc(Cl)c2)CC1
29: NS(=O)(=O)c1ccc(NC(=O)CN2CCCC2)cc1
30: CN1CCN(C(=O)CN(c2cccc(Cl)c2)S(=O)(=O)c2ccccc2)CC1
assay / compound | 25 | 26 | 27 | 28 | 29 | 30
GCN5L2 inh | -9% | 0% | -4% | -7% | -2% | 1%
TDP1 inh | 5% | 3% | 4% | -8% | 4% | 0%
DT40 TDP1 no CPT | -15% | 3% | 1% | ? | 11% | -12%

31: C/C=C/Cn1c(N(C)Cc2ccccc2)nc2c1c(=O)[nH]c(=O)n2C
32: CC(=O)Nc1ccc(NC(=O)c2ccc(COc3ccc4c(C)cc(=O)oc4c3)cc2)cc1
33: CC(=O)Nc1ccc(S(=O)(=O)N(CCc2ccccc2)CC(=O)N/N=C/c2ccc(C(=O)O)cc2)cc1
34: Cc1ccc(N)c(C(=O)CCCCC(=O)O)c1
35: CCOC(=O)c1[nH]c2ccc(F)cc2c1NC(=O)C(C)N1CCc2cc(OC)c(OC)cc2C1 (centres undefined)
36: CCOc1ccc(-c2ccc(SCC(=O)Nc3nnc(C)s3)nn2)cc1
assay / compound | 31 | 32 | 33 | 34 | 35 | 36
GCN5L2 inh | -3% | -2% | -2% | -3% | 1% | -5%
TDP1 inh | 3% | 0% | 0% | 2% | 7% | -3%
DT40 TDP1 no CPT | -28% | . | -16% | 0% | ? | -25%

37: CCc1cccc(C)c1NC(=O)CSc1nc2ccncc2[nH]1
38: Cc1ccc(CN(Cc2ccco2)C(=O)c2ccc(Cl)cc2Cl)cc1
39: CN(C)CCNC(=O)C1(O)c2cc(Br)ccc2NC(=O)N1c1ccc(Cl)cc1 (centres undefined)
40: Cc1c(OCC(=O)NCCN2CCOCC2)ccc2c1oc(=O)c1ccccc12
41: COc1ccc(C(=O)ON=C2CCN(C)CC2)cc1
42: Clc1ccc2[nH]c3c(c2c1)CNCC3
assay / compound | 37 | 38 | 39 | 40 | 41 | 42
GCN5L2 inh | -1%&-4% | -3% | -15% | 1% | 6% | -23%
TDP1 inh | 2%&-5% | 2% | . | 2% | 0% | .
DT40 TDP1 no CPT | ? | ? | -13% | ? | 2% | ?

43: CC(=O)C1C(=O)CC(C)(O)C(C(C)=O)C1c1ccc(N(C)C)cc1 (centres undefined)
44: Cc1ccc(CSc2nc3sc(C)c(C)c3c(=O)n2Cc2ccco2)cc1
45: Cc1ccc(NC(=O)CSc2nnc(C3CC3)n2N)cc1S(=O)(=O)N1CCOCC1
46: CCN(CC)CCNC(=O)c1sc2nc(-c3ccccc3)cn2c1C
47: O=[N+]([O-])c1ccc(SCc2ccco2)cc1N1CCOCC1
48: CC1=C(C(=O)OC2CCCC2)C(c2ccc(F)cc2F)CC(=O)N1 (centres undefined)
assay / compound | 43 | 44 | 45 | 46 | 47 | 48
GCN5L2 inh | -20% | -9% | 1% | ? | -13% | -6%
TDP1 inh | 0% | -2% | 7% | . | 11% | 0%
DT40 TDP1 no CPT | -7% | 0% | 8% | ? | ? | ?

49: O=C(N/N=C/C=C\c1ccccc1[N+](=O)[O-])c1cc(-c2ccc3ccccc3c2)n[nH]1
50: Oc1ccc(C[C@H]2CNCCN2CC2(c3ccccc3)CC2)cc1
51: Cc1cc2c3c(ccc(C)c3n1)N=CN2c1ccccc1
52: Cc1cc(C(=O)Nc2ncn[nH]2)ccc1[N+](=O)[O-]
53: COCCN(CCOC)S(=O)(=O)c1ccc(C(=O)Nc2nc3c(s2)CCc2ccccc2-3)cc1
54: COc1ccc(C(=O)c2c[nH]c(C(=O)NCCCN3CCOCC3)c2)cc1
assay / compound | 49 | 50 | 51 | 52 | 53 | 54
GCN5L2 inh | -25% | -2% | -1% | -10% | -10% | 1%
TDP1 inh | . | -7% | 2% | 3% | 0% | -8%
DT40 TDP1 no CPT | 18µM* | ? | ? | -7% | 13µM* | -19%

55: Cc1cccc(NC(=O)c2cc3c(s2)-c2c(C)cccc2OC3)n1
56: O=C(Nc1cccc2c1CCCC2)C1CCN(C(=O)NC2CCCCC2)CC1
57: Cc1nc(CSc2ccc(Cl)cc2)cc(N2CCOCC2)n1
58: CCC(C)Nc1nc(Cl)nc(N(C#N)CN2C(=O)c3ccccc3S2(=O)=O)n1 (centres undefined)
59: CCn1c(SCc2ccccc2)nc2c1c(=O)[nH]c(=O)n2C
60: CCc1ccccc1NS(=O)(=O)c1cc2c3c(c1)CCN3C(=O)CC2
assay / compound | 55 | 56 | 57 | 58 | 59 | 60
GCN5L2 inh | -6% | 3% | -2% | -5% | -1% | -5%
TDP1 inh | 3% | 4% | 3% | 8% | . | -3%
DT40 TDP1 no CPT | ? | ? | -24% | ? | 18µM* | -29%

61: Cn1c(=O)c2cc(NC(=O)c3ccccc3Cl)c(=O)oc2n(C)c1=O
62: NS(=O)(=O)c1ccc(CCNC(=O)c2ccc(Cl)c(S(=O)(=O)NCc3ccco3)c2)cc1
63: O=C(Oc1ccc(-c2cnc3ccccc3n2)cc1)c1cc([N+](=O)[O-])ccc1Cl
64: O=C(Cn1c(=O)n2nc(-c3cccc(F)c3)nc2c2ccccc21)NCc1ccc(Cl)cc1
65: O=C(CSc1nc2ccccc2s1)Nc1ccc(Cl)c(C(=O)O)c1
66: Cc1[nH]c(=O)[nH]c(=O)c1/C=N/NC(=O)[C@@H](N)CC(C)C
assay / compound | 61 | 62 | 63 | 64 | 65 | 66
GCN5L2 inh | 0% | 1% | -6% | -8% | ? | 1%
TDP1 inh | 2% | 1% | 5% | 0% | 0% | .
DT40 TDP1 no CPT | -7% | -1% | ? | -4% | -1% | -6%

67: Cc1ccc(SC(C)C(=O)O/N=C(\N)c2ccncc2)cc1 (centres undefined)
68: COc1ccccc1NC1SC(=O)N(c2ccccc2)C1=O (centres undefined)
69: COc1ccc(N2CC(C(=O)Nc3ccc(F)cc3F)CC2=O)cc1 (centres undefined)
70: O=[N+]([O-])c1c(NCCO)cc(Sc2nc3ccccc3s2)c2nonc12
71: COC(=O)C1=C(N)Oc2c(oc(CO)cc2=O)C1c1ccc(F)cc1 (centres undefined)
72: Cc1ccc(-c2noc(-c3ccc(N4CCCCC4C)c([N+](=O)[O-])c3)n2)cc1 (centres undefined)
assay / compound | 67 | 68 | 69 | 70 | 71 | 72
GCN5L2 inh | ? | -2% | -12% | 0% | -2% | 1%
TDP1 inh | -10% | 7% | 0% | 6% | 4% | 9%
DT40 TDP1 no CPT | -22% | -24% | -5% | 1µM* | -15% | -11%

# The closing 2 records of the section above come first, to join the parts:
71: COC(=O)C1=C(N)Oc2c(oc(CO)cc2=O)C1c1ccc(F)cc1 (centres undefined)
72: Cc1ccc(-c2noc(-c3ccc(N4CCCCC4C)c([N+](=O)[O-])c3)n2)cc1 (centres undefined)
73: COc1cccc(NC(=O)C(=O)NCCc2ccc(F)cc2)c1
74: C[C@H](CCC(=O)NCC(=O)O)[C@H]1CC[C@H]2C3[C@H](O)C[C@@H]4C[C@H](O)CC[C@]4(C)[C@H]3C[C@H](O)[C@]12C (some centres undefined)
75: COC(=O)Nc1ccc(C)c(NC(=O)OC)c1
76: CC1Cc2ccccc2N1C(=O)COC(=O)c1ccccc1NCCO (centres undefined)
77: CC1=C(C#N)C(c2ccc(O)cc2)C2=C(CCCC2=O)N1 (centres undefined)
78: Cc1ccc(-c2csc3ncnc(SCC(=O)O)c23)cc1
assay / compound | 71 | 72 | 73 | 74 | 75 | 76 | 77 | 78
GCN5L2 inh | -2% | 1% | -2% | -1% | -1% | ? | -9% | -8%
TDP1 inh | 4% | 9% | . | . | 5% | -3% | 4% | 1%
DT40 TDP1 no CPT | -15% | -11% | -17% | 17% | -1% | ? | -5% | -14%

79: COc1ccc(CNC(=O)CCC2N=C3c4ccccc4N=C(SCC(=O)NCC4CCCO4)N3C2=O)cc1 (centres undefined)
80: CCc1ccc(NC(=O)Cn2nnc(C(=O)NCc3ccc(OC)cc3)c2N)cc1
81: Clc1ccc(OCCOCCOc2cccc3cccnc23)c(Br)c1
82: CCOC(=O)c1c(C)n(-c2ccccc2)c2ccc(OC(=O)c3ccccc3NC(=O)C(C)(C)C)cc12
83: COC(=O)C1C(=O)C2=C(CC1C)NC(C)=C(C(=O)OCc1ccc(OC)cc1)C2c1ccc(C)o1 (centres undefined)
84: CCN(CC(=O)NCc1ccc(Cl)cc1)C(=O)CCOc1ccccc1C
85: Cn1cccc1C(=O)N1CCC[C@@]2(CCN(c3ccccc3)C2)C1
86: CS(=O)(=O)c1cccc(S(=O)(=O)N2CCCCCC2)c1
87: CC(=O)NNc1nc(-c2ccc(NC(C)=O)cc2)cs1
assay / compound | 79 | 80 | 81 | 82 | 83 | 84 | 85 | 86 | 87
GCN5L2 inh | -17% | 2% | -11% | -8% | 2% | -1% | -16% | -3% | -6%
TDP1 inh | 4% | 0% | 0% | 2%[12.3 µM] | 4% | -6% | . | 3% | -3%
DT40 TDP1 no CPT | 3% | 3% | ? | 12µM* | 10µM* | ? | 26µM* | 10% | 6%
